Source: PubChem (several laboratories)
FLuc act counter = affects firefly luciferase, flagging false hits in luciferase stimulation screens; P08659; ATPlite luciferase biochemical, luminescence, 10 min; 0 = ATP-free wells, 1 = DMSO control; activation factor at 10 µM; 200,000 tested, under 10 active; AID 1027;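 active = luciferase activation factor, scaled between plate controls, of at least 2 with compound at 10 µM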
Target sequence (P08659 whole entry, looked up): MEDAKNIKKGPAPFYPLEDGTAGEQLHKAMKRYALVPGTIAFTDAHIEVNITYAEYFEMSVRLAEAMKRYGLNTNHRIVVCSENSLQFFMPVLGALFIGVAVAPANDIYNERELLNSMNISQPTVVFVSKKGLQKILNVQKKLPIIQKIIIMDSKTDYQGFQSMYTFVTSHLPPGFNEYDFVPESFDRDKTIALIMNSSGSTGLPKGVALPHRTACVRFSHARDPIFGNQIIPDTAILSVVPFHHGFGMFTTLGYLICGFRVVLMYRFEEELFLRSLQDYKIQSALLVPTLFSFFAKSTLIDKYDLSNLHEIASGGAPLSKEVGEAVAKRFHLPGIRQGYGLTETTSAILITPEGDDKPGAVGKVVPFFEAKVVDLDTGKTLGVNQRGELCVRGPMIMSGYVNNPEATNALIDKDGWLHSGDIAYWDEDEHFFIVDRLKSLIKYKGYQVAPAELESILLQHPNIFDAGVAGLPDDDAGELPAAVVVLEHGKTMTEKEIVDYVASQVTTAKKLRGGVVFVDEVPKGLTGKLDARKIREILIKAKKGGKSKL
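Material: Luciferase/luciferin reagent mix | Doses: Test compounds dosed from 2 mM stocks in 100% DMSO | Timing: 10 min incubation after luciferase reagent addition, room temperature | Measured by: Luminescence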
G6PDH CS = counter-screen for G6PDH assay hits: L. mesenteroides G6PDH inhibition | Purified L. mesenteroides G6PDH, diaphorase/resazurin coupled fluorescence, 45 min | inhibition, % at 5 µM | actives 0.12% (n = 200,000) | AID 1020; in the data active = inhibition above about 50%
PMI activator = phosphomannose isomerase (human) activation; P34949; actives 0.005% (n = 190,000); activation factor at 20 µM; purified human PMI, coupled resazurin fluorescence, 20 min; active compounds read high; 1 = vehicle control, 0 substrate-free wells;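 active = activation factor of 2 or more at 20 µM, relative to plate controls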
Target sequence (P34949 whole entry, looked up): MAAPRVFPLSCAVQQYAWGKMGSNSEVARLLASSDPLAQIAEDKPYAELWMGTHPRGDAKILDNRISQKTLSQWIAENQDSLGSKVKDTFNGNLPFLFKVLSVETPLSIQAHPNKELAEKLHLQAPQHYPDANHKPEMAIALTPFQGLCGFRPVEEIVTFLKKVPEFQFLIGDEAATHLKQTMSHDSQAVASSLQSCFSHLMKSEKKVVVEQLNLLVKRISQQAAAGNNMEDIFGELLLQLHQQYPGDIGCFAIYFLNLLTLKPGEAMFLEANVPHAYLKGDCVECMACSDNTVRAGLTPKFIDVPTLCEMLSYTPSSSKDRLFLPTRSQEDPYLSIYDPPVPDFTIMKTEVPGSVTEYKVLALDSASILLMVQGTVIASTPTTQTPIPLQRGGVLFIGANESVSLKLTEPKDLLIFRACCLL
Diaphorase act = diaphorase activation or chemical reduction counter-screen. Diaphorase/resazurin coupled assay, resorufin fluorescence, 16 min; active compounds read high; 1 = vehicle wells, 0 = NADH-free wells. activation factor at 20 µM. actives 0.005% (n = 190,000);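 active = diaphorase activity raised at least twofold by the compound at 20 µM; inactive = activation factor below 2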
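Test system: Clostridium kluyveri diaphorase, purified enzyme; input: enzyme 0.07 U/mL final; buffer or medium: 50 mM HEPES pH 7.4 with 4.542 mM MgCl2, 0.005% Tween 20; also added: 0.114 mM NADH and 0.1 mM resazurin, final amounts; schedule: 16 min enzyme reaction, ambient temperature; technique: fluorescence of resorufin, 544 nm excitation, 590 nm emission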
TNAP act hiacc = increases human TNAP activity under high phosphate acceptor concentration; 200,000 tested, under 10 active; purified TNAP, CDP-star luminescence, 1 M DEA, 30 min; active compounds read high; 0 = EDTA background, 1 = DMSO-only activity; activation factor at 20 µM;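 active = activation factor at least 2 at 20 µM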
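Measured by: Luminescent substrate turnover signal | Test system: Human TNAP | Input: TNAP 1/800 final | Dosing: 20 µM single point | Schedule: 30 min, room temperature | Controls: EDTA wells as negative control, DMSO wells as positive control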
PMI act hi M6P = PMI (human) activation, high substrate; coupled PMI enzyme assay, resazurin fluorescence, 20 min; active compounds read high; 1 = untreated enzyme, 0 = substrate-free blank; P34949; activation factor at 20 µM; actives 0.34% (n = 190,000);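 active = activation factor of 2 or more at 20 µM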
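Test system – human PMI in coupled enzyme assay · Timing – 20 min incubation at room temperature · Detection – Diaphorase-driven resazurin-to-resorufin fluorescence, excitation 544, emission 590 nm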
TNAP inh hiacc = blocks human TNAP under high phosphate acceptor concentration; P05186; purified TNAP, CDP-star luminescence, 1 M DEA; inhibition, % at 20 µM; actives 0.03% (n = 200,000); AID 1135;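 active = over 50% inhibition of tissue-nonspecific alkaline phosphatase at 20 µM in the single-dose screen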;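 note: plate controls were DMSO wells for no effect and EDTA-quenched wells as full inhibition for full effect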
HMGR II inh = inhibitors of class II HMG-CoA reductase from Enterococcus faecalis; purified E. faecalis HMGR, NADPH absorbance 340 nm kinetic; inhibition, % at 10 µM; actives 0.41% (n = 190,000); AID 1066;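 active = inhibition above a set limit, the median over all tested compounds plus 3 SD, cut at about 9.5% in these data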;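 note: enzyme runs in reverse so mevalonate oxidation gives rising NADPH absorbance; 0% = complete reaction with DMSO and 100% = background rate lacking mevalonate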
TNAP inh no acc = blocks human TNAP activity with no phosphate acceptor present; actives 0.26% (n = 200,000); purified TNAP, CDP-star luminescence, 30 min; inhibition, % at 20 µM; P05186;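 active = tissue-nonspecific alkaline phosphatase inhibition above about 50% at 20 µM in the single-dose screen, limit read from the data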;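 note: 0% = DMSO negative control and 100% = EDTA positive control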
Diaphorase inh = inhibits diaphorase or chemically oxidizes, flagging diaphorase assay artifacts. actives 0.69% (n = 190,000). inhibition, % at 20 µM. diaphorase resazurin-to-resorufin fluorescence, NADH, 16 min; bacterial (C. kluyveri) enzyme, not human. AID 1217;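 active = primary screen inhibition at 20 µM above a set limit, cut at about 50% in these data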;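 note: plate controls were DMSO with full reaction for no effect and wells lacking NADH for full effect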
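Assay system – diaphorase enzyme from Clostridium kluyveri · Amount – diaphorase 0.14 U/mL (working solution) · Times – reaction incubation of 16 min at room temperature · Controls – No-NADH positive control and DMSO neutral control · Signal – resorufin fluorescence 544/590 nm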
* hit, by the source's call; x = no result given. Compounds as they come, and some 1.7% of all compounds hit somewhere here.

nr	Compound	FLuc act counter	G6PDH CS	PMI activator	Diaphorase act	TNAP act hiacc	PMI act hi M6P	TNAP inh hiacc	HMGR II inh	TNAP inh no acc	Diaphorase inh
1	CC(=O)N1CCc2cc(Br)cc(S(=O)(=O)N3CCN(c4ccccn4)CC3)c21	1	3.0	1.1	0.8	1.1	1	-7.4	x	-11.2	15.3
2	CC(=O)Nc1ccc(NC(=O)c2cccc(-c3cc4ccccc4oc3=O)c2)cc1	1.1	-9.4	1	0.9	1	0.9	-2.7	-1.7	-4.5	5.5
3	Clc1ccc(Cn2c(/C=C/c3ccco3)nc3ccccc32)cc1	0.9	7.0	1.3	0.8	1	1.5	4.3	-4.8	-19.9	17.5
4	Cc1ccc(OC(=O)COc2ccccc2)c(-n2nc3ccccc3n2)c1	1	-0.8	1	0.9	1	1	0.2	-6.1	-17.7	7.9
5	CN(C)c1ccc(C(=O)OCC(=O)NC2CCCCCC2)cc1	1	-2.1	1	0.8	0.9	1	5.1	9.2	16.7	20.7
6	Brc1ccc(Oc2nsnc2N2CCOCC2)cc1	1	3.8	1.1	1	1.1	1.1	-5.3	1.7	-7.8	-1.4
7	Cc1cccc(C)c1NC(=O)CSc1nnc(-c2ccoc2C)n1CCc1ccccc1	1.1	13.1	1	0.9	1	1.1	-3.0	-6.4	-9.2	9.7
8	Cc1ccccc1-n1c(SCC(=O)N/N=C/c2sccc2C)nc2ccccc2c1=O	1	-8.5	1	0.8	1	1	-0.4	-3.6	-14.0	15.3
9	COc1ccc(-c2cc(=O)c3cc(OC)c(OC)cc3[nH]2)cc1	1	1.7	1.2	1	1	1.2	-1.6	0.8	-8.1	4.5
10	CCOC(=O)C1(C)NC(c2ccco2)C2C(=O)N(C)C(=O)C21 (stereo not drawn)	1.1	2.9	1	1.1	1	1.1	-1.6	-5.6	-4.7	-10.0
11	Cc1cc(NC(=O)c2ccco2)ccc1NC(=O)Cc1cccs1	0.9	7.4	1	0.9	1	1	-1.4	1.6	-3.7	5.8
12	Cc1nnc(SCc2ccccc2)nc1/C=C/NOCc1ccc(Cl)cc1Cl	1.1	3.0	1	0.9	1	1.1	-2.8	-4.1	-17.8	11.0
13	Fc1ccc(Nc2c(-c3ccco3)nc3ccccn23)cc1	1	10.3	0.9	1	1	1	-0.2	-5.7	-19.2	0.1
14	COc1ccc(NCc2nn(CC(=O)c3ccc(Br)cc3)c3[n+]2CCCCC3)cc1	1	0.3	0.9	0.9	1	0.7	-1.0	-4.5	-7.4	8.4
15	O=C(NNC(=O)C1CCN(Cc2cccc(F)c2)CC1)c1cccs1	1.1	17.0	1.1	0.9	1	1	-4.6	5.6	-12.1	7.6
16	O=C1NC(c2ccccc2)=NC1(Nc1ccccn1)C(F)(F)F (stereo not drawn)	1.1	-10.2	0.9	0.8	1	1	-2.9	1.1	-13.4	15.3
17	Cc1nn(Cc2ccccc2)c(Cl)c1/C=N/NC(=O)CNc1cccc(C(F)(F)F)c1	1	-18.2	0.8	1	1	1	-0.6	-3.4	-21.0	1.5
18	CS(=O)(=O)Nc1ccc(C(=O)N2CCCC2)cc1	1	14.6	0.9	0.9	1	1	-2.6	0.2	-3.2	11.0
19	Cc1ccc(N(Cc2ccc([N+](=O)[O-])cc2)C(=O)c2ccco2)cc1	1	3.1	1.1	0.9	1	1	-3.8	0.8	-11.4	7.3
20	O=C(O)CC(CNS(=O)(=O)c1ccccc1)c1ccccc1 (stereo not drawn)	1	-2.0	0.9	1	1	0.9	-2.3	-10.6	-7.6	0.8
21	Cc1ccc(C)c(NC(=O)c2ccccc2NC(=O)C2CCCO2)c1 (stereo not drawn)	1	8.0	0.9	0.9	1	0.9	0.7	1.0	-5.1	9.6
22	CC(=O)Nc1cccc(Cn2cccn2)c1	1.1	1.9	0.9	1	1	1	-3.7	-2.6	-2.1	2.8
23	C=CCNC(=O)c1ccccc1NC(=O)c1cccc2ccccc12	1	14.3	1	0.9	1	1	0.0	-7.2	-4.0	9.3
24	CCN(CC)C(=O)CSc1ncnc2c1cnn2-c1ccccc1	1	4.3	1.1	1	1	1.1	1.6	1.1	-3.8	4.2
25	COc1ccc(C(=O)Nc2cccc(C)c2)cc1S(=O)(=O)N1CCOCC1	1	0.3	0.9	1	1	1	-3.9	2.3	-12.7	1.8
26	COc1ccc(Nc2nc(C)cc(=O)[nH]2)cc1	1	3.1	0.9	1	1.1	1	-5.0	-0.9	-8.8	3.2
27	CCOC(=O)C1=C(Cc2ccc(OC)cc2)C(=O)c2ccccc2C1=O	1	57.0*	0.8	0.7	1	1	-1.2	1.2	2.5	31.3
28	COc1cc(C(=O)NC(=S)Nc2ccc([N+](=O)[O-])cc2)cc(OC)c1OC	1.1	-1.0	0.9	0.8	1	0.9	-2.7	-3.1	10.9	16.6
29	CC1=CC(C)C(C(=O)O)C(C(=O)N2CCN(C)CC2)C1 (stereo not drawn)	1	16.4	0.9	1	1	0.9	2.4	7.6	-4.0	-1.1
30	NC(=O)CCn1nc(-c2ccccc2)c2ccccc2c1=O	1	5.5	1	1	1	1	-4.9	-2.0	-10.8	-1.9
31	Cc1ccc(/C=C(\C#N)c2nn(-c3ccccc3)c(N)c2C#N)cc1	1	-2.1	0.8	0.8	1	0.9	3.2	-2.6	-8.5	18.2
32	Cc1nnc(SCC(=O)Nn2cnnc2)s1	1.1	0.3	1	0.9	1.1	1	-9.2	-1.1	-21.1	12.4
33	CCc1c(C)nc(N)n2c(SCC(=O)Nc3ccccc3)nnc12	1.1	3.9	0.9	0.9	1	1	-4.1	-2.5	-12.7	8.8
34	O=C(Cc1cccs1)NNC(=S)NC(=O)c1ccccc1	1	-10.9	0.9	0.9	1	1.2	-2.3	-2.7	-99.5	14.4
35	Cc1onc(-c2c(F)cccc2Cl)c1C(=O)OCC(=O)NC(c1ccccc1)c1ccccc1	1	-0.2	0.8	0.8	1.1	0.9	-6.7	-6.5	-13.5	23.1
36	CCn1ncc(/C=N\NC(=O)COc2cc(C)cc(C)c2)c1C	1	-3.2	1	0.9	1	1	-2.8	1.2	-7.0	5.7
37	CN1CCN(S(=O)(=O)c2ccc(NC(=O)c3ccc(Br)o3)cc2)CC1	1	0.3	1	0.9	1	1	1.1	-2.5	-6.3	10.1
38	Brc1ccc2nc(-c3cccs3)c(NCC3CCCO3)n2c1 (stereo not drawn)	0.6	11.4	1.1	0.8	1.1	1	-5.6	-2.0	-5.5	22.4
39	COc1cccc2cc(C(=O)N3C(C)CCCC3C)c(=O)oc12 (stereo not drawn)	1	-2.6	1	1	1	1	-3.4	4.5	-9.7	3.2
40	Cc1ccc2nsnc2c1NC(=O)c1ccccc1[N+](=O)[O-]	1	25.4	1	0.9	1	0.6	-0.2	-9.2	-8.2	10.6
41	CCCn1c(-c2cccs2)nc2c1c(=O)[nH]c(=O)n2Cc1ccccc1	1	-1.7	1	1	1	1	-3.7	0.2	-7.7	2.6
42	COc1ccc(OC)c(NC(=O)CSc2nc(N)c(-c3ccccc3)c(=O)[nH]2)c1	1	5.2	0.8	0.9	1	0.9	0.1	-6.6	-6.1	12.2
43	COc1ccc(Cc2c(O)nc(SCC(=O)NC34CC5CC(CC(C5)C3)C4)[nH]c2=O)cc1	1.1	-0.4	1	0.8	1.1	0.9	-7.6	6.2	-11.2	15.4
44	Cn1cccc1C(C#N)c1ncc(C(F)(F)F)cc1Cl (stereo not drawn)	1	4.6	1.1	0.8	1	1.1	2.8	2.0	-0.3	16.2
45	CC(C)(C)C(=O)N1CCC[C@@]1(CO)C(=O)O	1	0.8	1	0.9	1	1	1.3	-3.2	-10.8	9.1
46	Cc1ccc(C)c(NC(=O)CCC(=O)N/N=C/c2ccc[nH]2)c1	1	-0.4	1.2	0.8	1	1.2	-3.5	2.3	0.8	22.9
47	CCN1CNC(=S)N(Cc2ccccc2)C1	1	7.8	1.1	1.1	0.9	1.1	8.5	-0.2	-15.7	-7.2
48	Cc1nnc(NC(=O)Oc2ccccc2)s1	1	3.1	1	0.9	1	1	-4.5	1.5	-9.0	8.2
49	CC1=CSC2=NC(=O)/C(=C\c3cccn3-c3ccc([N+](=O)[O-])cc3)C(=N)N12	1	5.7	1.1	1	1	1	4.5	1.8	13.3	-3.3
50	COc1ccc(/C=C2\C(=O)NC(=S)N2C(=O)c2ccc(F)cc2)cc1	1	-12.6	1	0.8	0.8	0.9	16.9	-5.6	10.0	22.0

Pulled by compound from above (2):
nr	Compound	FLuc act counter	G6PDH CS	PMI activator	Diaphorase act	TNAP act hiacc	PMI act hi M6P	TNAP inh hiacc	HMGR II inh	TNAP inh no acc	Diaphorase inh
35	Cc1onc(-c2c(F)cccc2Cl)c1C(=O)OCC(=O)NC(c1ccccc1)c1ccccc1	1	-0.2	0.8	0.8	1.1	0.9	-6.7	-6.5	-13.5	23.1
28	COc1cc(C(=O)NC(=S)Nc2ccc([N+](=O)[O-])cc2)cc(OC)c1OC	1.1	-1.0	0.9	0.8	1	0.9	-2.7	-3.1	10.9	16.6

Further results follow:
nr	Compound	FLuc act counter	G6PDH CS	PMI activator	Diaphorase act	TNAP act hiacc	PMI act hi M6P	TNAP inh hiacc	HMGR II inh	TNAP inh no acc	Diaphorase inh
51	CCN(CC(=O)NCc1cccs1)S(=O)(=O)c1ccc([N+](=O)[O-])cc1	1	4.6	1.1	1	1	1.1	0.8	3.0	-8.0	2.1
52	CCOC(=O)c1ccc(NC(=O)Cn2c(-c3nonc3N)nc3ccccc32)cc1	1.1	-1.2	0.9	0.8	1.1	0.9	-7.4	-3.2	-9.3	19.4
53	Cc1cccc(NCc2cc(Cl)ccc2O)n1	1.1	0.2	1	0.9	1.1	1.1	-5.7	-8.6	-15.1	7.2
54	CCCCN(C(=O)COc1ccc(NC(C)=O)cc1)C1CCS(=O)(=O)C1 (stereo not drawn)	1	4.7	0.9	1	1	1	1.8	3.0	-4.0	1.9
55	Cc1cc(N2CCN(C)CC2)nc2ccc(NC(=O)CCC(=O)NCc3ccco3)cc12	1	13.2	0.9	1.1	1.1	0.9	-7.0	1.6	-10.2	-6.3

Complete entries from above.
`Cc1cccc(NCc2cc(Cl)ccc2O)n1` as listed: FLuc act counter: 1.1; G6PDH CS: 0.2; PMI activator: 1; Diaphorase act: 0.9; TNAP act hiacc: 1.1; PMI act hi M6P: 1.1; TNAP inh hiacc: -5.7; HMGR II inh: -8.6; TNAP inh no acc: -15.1; Diaphorase inh: 7.2
`CCOC(=O)c1ccc(NC(=O)Cn2c(-c3nonc3N)nc3ccccc32)cc1` as listed: FLuc act counter: 1.1; G6PDH CS: -1.2; PMI activator: 0.9; Diaphorase act: 0.8; TNAP act hiacc: 1.1; PMI act hi M6P: 0.9; TNAP inh hiacc: -7.4; HMGR II inh: -3.2; TNAP inh no acc: -9.3; Diaphorase inh: 19.4
